Bioassay records deposited in PubChem BioAssay by IUPUI and University of Michigan.
ST2 inh: blocks human ST2 binding to IL-33 | AID 1259354 | AlphaLISA ST2-Fc/biotin-IL-33 interaction, 1 h | inhibition, % for hits at 17 µM | Q01638 | actives 2.3% (n = 78,000); in the data active = inhibition above about 30%; inconclusive = mostly about 10% to 28%
Target sequence (Q01638 whole entry, looked up): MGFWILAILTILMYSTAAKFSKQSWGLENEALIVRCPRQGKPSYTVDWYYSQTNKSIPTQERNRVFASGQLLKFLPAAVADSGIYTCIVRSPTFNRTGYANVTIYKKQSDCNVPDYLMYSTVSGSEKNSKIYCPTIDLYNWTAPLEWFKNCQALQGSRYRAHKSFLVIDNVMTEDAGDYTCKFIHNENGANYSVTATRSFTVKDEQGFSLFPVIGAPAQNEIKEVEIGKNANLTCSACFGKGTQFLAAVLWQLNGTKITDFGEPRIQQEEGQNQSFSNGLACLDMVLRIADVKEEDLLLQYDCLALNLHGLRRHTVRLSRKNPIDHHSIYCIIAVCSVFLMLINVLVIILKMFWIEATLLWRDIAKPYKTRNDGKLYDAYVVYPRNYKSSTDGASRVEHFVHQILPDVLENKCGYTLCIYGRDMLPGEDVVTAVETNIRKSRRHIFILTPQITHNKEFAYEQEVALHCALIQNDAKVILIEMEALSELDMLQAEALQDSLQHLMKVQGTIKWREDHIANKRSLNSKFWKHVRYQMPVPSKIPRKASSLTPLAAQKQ
Starred values were filed as active, the others as inactive; i = inactive; ? = inconclusive. These rows are one share of the data. The share of hits here may be higher or lower than overall.

SMILES	ST2 inh
COc1ccc(OCC(=O)NC2C3CC4CC(C3)CC2C4)cc1 (stereo unspecified)	i
COc1ccc2oc(=O)c3c(c2c1)CC(C(F)(F)F)S3 (stereo unspecified)	i
Cc1cc(C)n(C)c(=O)c1C(=O)N1CCOC(C(F)(F)F)C1 (stereo unspecified)	i
CCC1CCCCN1S(=O)(=O)c1ccc(Cl)cc1 (stereo unspecified)	i
CC1N=C2c3ccccc3N=C(SCc3ccc(Cl)cc3)N2C1=O (stereo unspecified)	i
O=C(NCCc1nc2ccccc2[nH]1)c1cnn2ccccc12	?
COc1ccc(N=Cc2ccc(Br)c([N+](=O)[O-])c2)cc1OC	?
CCOCCCNC(=O)CN1C(=O)/C(=C\c2ccc(Cl)cc2)Sc2ccccc21	?
Cc1ccc(S(=O)(=O)N2C(=O)CSC2=Nc2ccccc2)cc1	?
CCOC(=O)c1c(C)oc2ccc(NS(=O)(=O)c3cc(Cl)ccc3Cl)cc12	i
Cc1ccc(-c2[nH]nc3c2C(c2cn[nH]c2-c2ccc(F)cc2)C(C#N)=C(N)O3)cc1 (stereo unspecified)	i
OCCC1CN(Cc2cccc(-n3cccn3)c2)CCN1Cc1cccs1 (stereo unspecified)	i
CN(C)CCCN1c2ccccc2Sc2ccc(C(F)(F)F)cc21	?
Cc1c(C(=O)N2CCCCC2C)sc2nc(-c3ccccc3)cn12 (stereo unspecified)	i
CN(Cc1ccccc1)CN1C(=O)c2ccccc2C1=O	?
CCCCC(=O)Nc1cc(C)c2c(=O)oc3ccccc3c2n1	i
COc1ccc(CN(Cc2cccc(F)c2)C(=O)c2ccc3cccnc3n2)cc1	?
O=C(Nc1ccnn1C1CCN(CCC2CCOC2)CC1)c1ccccc1 (stereo unspecified)	?
C=CC[C@@H]1CC=C[C@@H](C)N1C(=O)Cn1[nH]c(=O)ccc1=O	i
Clc1ccc(-c2ncnn2-c2ccccc2Cl)cc1	i
CCN(CC)c1ccc(CNc2ccc3c(c2)ncn3C(C)(C)C)cc1	40%*
O=C(C1CC1)N1CCc2cc(Br)cc(S(=O)(=O)NCCCN3CCCC3)c21	i
Cc1ccc(SCCC(=O)NC23CC4CC(CC(C4)C2)C3)cc1	i
COc1ccc(NC(=O)Cc2ccc(Br)cc2)cc1	i
CC(=O)N1c2c(cc(Br)cc2S(=O)(=O)N2CCC3(CC2)OCCO3)CC1C (stereo unspecified)	i
CC1(C)Oc2ccc(NC(=O)c3ccc(C(=O)c4ccccc4)cc3)cc2O1	i
Cc1ccc(S(=O)(=O)CCc2ccncc2)cc1	i
COc1cccc(F)c1-c1ccc(C(C)NC(C)=O)cc1 (stereo unspecified)	i
CC1CC(Nc2ccccc2)c2ccccc2N1C(=O)c1ccncc1 (stereo unspecified)	?
COc1ccc(CC(=O)Nc2cccc(N3CCCS3(=O)=O)c2)cc1OC	i
O[C@@H]1CO[C@H]2[C@@H]1OC[C@@H]2n1cc(-c2ccccc2)nn1	i
COc1ccc(Cl)cc1NC(=O)c1noc2c1CC(C(C)(C)C)CC2 (stereo unspecified)	i
CN1[C@@H](CCC(=O)Nc2ccccc2)CNC(=O)[C@@H]2[C@H]1CCN2Cc1ncc[nH]1	i
O[C@@H]1C[C@@H](c2nc(Cc3ccccc3)no2)N(CC2CCCCC2)C1	i
COc1ccccc1NC1=CC(=NS(=O)(=O)c2ccc(F)cc2)c2ccccc2C1=O	95%*
CN(C)c1ncccc1CNS(=O)(=O)c1cccc(F)c1	i
COc1ccccc1NC(=O)C1=C(C)Nc2nc3ccccc3n2C1c1ccccc1Cl (stereo unspecified)	i
CCCCn1c(SCC#N)nc2c(sc3ccccc32)c1=O	i
CCOc1ccccc1N1CCN(Cc2ccc(O)c(OC)c2)CC1	?
Cc1csc2ncc(C(=O)NC(C)c3ccccc3)c(=O)n12 (stereo unspecified)	i
CCN(CC)c1ncccc1CNCc1cccc2c1OCO2	i
CCn1ncnc1CN1CCCC(CNC(=O)NC2CCCC2)C1 (stereo unspecified)	i
CCCCN(C)CCCNC(=O)Cn1c(=O)sc2ccccc21	i
Cc1ccc([N+](=O)[O-])cc1NC(=O)c1cnc2scc(C)n2c1=O	i
Cc1ccc(C)c(NS(=O)(=O)c2ccc(Cl)cc2)c1	?

Part of the list above, in markdown:
| mol | ST2 inh |
| --- | --- |
| O[C@@H]1C[C@@H](c2nc(Cc3ccccc3)no2)N(CC2CCCCC2)C1 | i |
| COc1ccccc1NC1=CC(=NS(=O)(=O)c2ccc(F)cc2)c2ccccc2C1=O | 95%* |

Going on with the list.
SMILES	ST2 inh
CCc1ccc(NC(=O)c2cnc3scc(C)n3c2=O)cc1	i
COc1ccccc1NS(=O)(=O)c1ccc(Cl)cc1	i
CC(C)NC(=O)C[C@@H]1O[C@H](CNC(=O)Nc2ccccc2)[C@@H](O)[C@H]1O	i
COC[C@H]1CCCN1C[C@@H]1C=C(C)[C@H](Cc2nnc(C)o2)C[C@H]1C(C)C	i
COc1ccc(C2=NN(S(=O)(=O)c3ccc(C)cc3)C(c3ccc(F)cc3)C2)cc1OC (stereo unspecified)	i
CC1(C)CC(=O)C2=C(C1)OC(N)=C(C#N)C2c1c[nH]c2ccccc12 (stereo unspecified)	i
CC(C)Cc1cc(C(=O)N2CCn3cccc3C2c2ccccn2)no1 (stereo unspecified)	i
Cc1nnc(SCC(=O)Nc2ccc(Cl)cn2)[nH]c1=O	i
CN1CCN(C(=O)CN(C)S(=O)(=O)c2ccc(Br)cc2)CC1	i
Nc1nc2ccc(OC(F)(F)F)cc2s1	?
CCOc1ccc(C2C(C#N)=C(N)Oc3cc(N)ccc32)cc1 (stereo unspecified)	?
Cc1cc2n(c1)CCn1c(C)ccc1-2	63%*
c1cncc(COC2CCN(Cc3cnc(CC4CCCC4)[nH]3)CC2)c1	?
Cc1cccc(C2CC(c3ccccc3)Nc3ncnn32)c1 (stereo unspecified)	i
COc1ccc2nc(C)cc(N)c2c1	?
CN(C)c1oc(-c2ccc(F)cc2)nc1S(=O)(=O)c1ccccc1	i
Cc1nn(-c2ccccn2)c2c1C1C(C2)C1(C)C (stereo unspecified)	i
CC1CCC2C(=O)N(CNc3ccc(Br)cc3)C(=O)C2C1 (stereo unspecified)	i
COc1cccc2cc(C(=O)NC(C)=O)c(=Nc3ccc(C(F)(F)F)cc3)oc12	i
Cc1nnsc1C(=O)N[C@H]1CCN(C(=O)CSCC(=O)O)[C@H](C(=O)N[C@H](Cc2ccccc2)C(N)=O)C1	?
CC1CCCCN1S(=O)(=O)c1cccc2nsnc12 (stereo unspecified)	i
c1ccc(-c2nnsc2-c2nc3ccccc3[nH]2)cc1	i
Cc1c(N2C(=O)C3C4C=CC(C5CC45)C3C2=O)c(=O)n(-c2ccccc2)n1C (stereo unspecified)	i
COc1cc2c(C(=O)NC3CCCCC3)cn(CC(C)C)c(=O)c2cc1OC	i
CN1CC2(CCCN(Cc3ccc(F)c(C(F)(F)F)c3)C2)OC1=O (stereo unspecified)	i
CC1=C(C(=O)Nc2ccc(F)cc2)C(c2ccsc2)C2=C(CCCC2=O)N1 (stereo unspecified)	?
CN(C)/C=C/C=C/C=C1\CCC/C(=C\C=C\N(C)C)C1=O	63%*
Cc1ccccc1N1CCN(Cc2ccc(Br)o2)CC1	i
Cc1csc2ncc(C(=O)NCc3ccc(Cl)cc3)c(=O)n12	i
COc1ccc(N(C)C(=O)c2cc3cc4ccc(OC)cc4nc3o2)c(OC)c1	?
CCCn1cnc2cc(NCc3ccccc3Cl)ccc21	i
COc1ccc(/C=C2/SC(=Nc3ccc(S(N)(=O)=O)cc3)NC2=O)cc1	37%*
COc1ccc(CCNc2nnc(-c3ccccc3)c(=O)[nH]2)cc1OC	i
CCOC(=O)c1sc2nc(C)nc(Nc3ccc(OC)c(OC)c3)c2c1C	?
Cc1ccc(Cl)cc1NC(=O)c1ccc(Br)o1	?
CC(C)CC(=O)N(c1ccc(F)cc1)C1C=CS(=O)(=O)C1 (stereo unspecified)	i
COCCNS(=O)(=O)c1ccc2c(c1)CCN2C(=O)C1CC1	i
COc1ccc(CNC(=O)CN2C(=O)C3CCCCN3C(=O)c3ccccc32)cc1 (stereo unspecified)	i
Cc1noc(C)c1CC(=O)NCc1cccnc1-n1ccnc1	?
O=C1C(=O)N(CCCn2ccnc2)C(c2ccc3c(c2)OCO3)C1=C(O)c1ccc(Cl)cc1 (stereo unspecified)	i
Fc1ccccc1CN1CCC(N2CCCCCC2)CC1	i
N#CCc1nc(-c2ccc(-c3ccccc3)cc2)cs1	i
CCSc1nnc2c(n1)OC(c1cn[nH]c1-c1ccccc1)Nc1ccccc1-2 (stereo unspecified)	i
O=C(NCCN1CCN(c2ccccc2F)CC1)c1ccc2nc3cc(Cl)ccc3c(=O)n2c1	i
Nc1[nH]nc2nc(N3CCCCCC3)nc(-c3ccccc3)c12	i

17 consecutive records already listed, quoted:
SMILES	ST2 inh
Cc1csc2ncc(C(=O)NCc3ccc(Cl)cc3)c(=O)n12	i
COc1ccc(N(C)C(=O)c2cc3cc4ccc(OC)cc4nc3o2)c(OC)c1	?
CCCn1cnc2cc(NCc3ccccc3Cl)ccc21	i
COc1ccc(/C=C2/SC(=Nc3ccc(S(N)(=O)=O)cc3)NC2=O)cc1	37%*
COc1ccc(CCNc2nnc(-c3ccccc3)c(=O)[nH]2)cc1OC	i
CCOC(=O)c1sc2nc(C)nc(Nc3ccc(OC)c(OC)c3)c2c1C	?
Cc1ccc(Cl)cc1NC(=O)c1ccc(Br)o1	?
CC(C)CC(=O)N(c1ccc(F)cc1)C1C=CS(=O)(=O)C1 (stereo unspecified)	i
COCCNS(=O)(=O)c1ccc2c(c1)CCN2C(=O)C1CC1	i
COc1ccc(CNC(=O)CN2C(=O)C3CCCCN3C(=O)c3ccccc32)cc1 (stereo unspecified)	i
Cc1noc(C)c1CC(=O)NCc1cccnc1-n1ccnc1	?
O=C1C(=O)N(CCCn2ccnc2)C(c2ccc3c(c2)OCO3)C1=C(O)c1ccc(Cl)cc1 (stereo unspecified)	i
Fc1ccccc1CN1CCC(N2CCCCCC2)CC1	i
N#CCc1nc(-c2ccc(-c3ccccc3)cc2)cs1	i
CCSc1nnc2c(n1)OC(c1cn[nH]c1-c1ccccc1)Nc1ccccc1-2 (stereo unspecified)	i
O=C(NCCN1CCN(c2ccccc2F)CC1)c1ccc2nc3cc(Cl)ccc3c(=O)n2c1	i
Nc1[nH]nc2nc(N3CCCCCC3)nc(-c3ccccc3)c12	i

Next part.
SMILES	ST2 inh
CCN(CC)C(=O)[C@@H]1C[C@@H](N)CN1C(=O)c1cc2ccccc2n(C)c1=O	i
O=c1oc(-c2ccccc2Cl)nc2c1cnn2-c1ccccc1	i
COc1ccc(NC2C=CS(=O)(=O)C2)cc1 (stereo unspecified)	?
CN(CC1Cc2ccccc2O1)c1nccc(N2CCC(O)CC2)n1 (stereo unspecified)	i
CN(C)CCNc1nc(Cc2ccccc2)nc2sc3c(c12)CCCC3	?
CC(C)CCNC(=O)CCC1=NS(=O)(=O)c2ccccc2N1	i
COc1ccc(CCN=CC2=C(O)CC(c3ccccc3)CC2=O)cc1OC (stereo unspecified)	i
O=C(c1cnnn1-c1ccccc1)N1CCOC(c2ccc(Cl)cc2)C1 (stereo unspecified)	i
COc1ccc(C2(CNCC(O)c3cccc([N+](=O)[O-])c3)CCCC2)cc1OC (stereo unspecified)	i
CC(=O)N1N=C(c2ccc(F)cc2)Cn2c1nc1c2c(=O)n(C)c(=O)n1C	55%*
O=C(Nc1ccc(Oc2cccnc2)cc1)C1CCCCN1Cc1ccsc1 (stereo unspecified)	i
COC(=O)Oc1ccc2c(=O)c(Oc3ccc(C)cc3)coc2c1	30%*
CCn1c(C(=O)O)c(CC(=O)N(C)c2cc(Cl)c(OC)cc2OC)c2ccccc21	i
COc1ccc(C)cc1NS(=O)(=O)c1cccc2cccnc12	?
COc1cc(O)c2c(=O)c(O[C@@H]3O[C@@H](C)[C@H](O)[C@@H](O)[C@H]3O)c(-c3ccc(O)c(O)c3)oc2c1OC(C)=O	i
COCc1[nH]nc2c1C(c1cccc3ccccc13)C(C#N)=C(N)O2 (stereo unspecified)	i
Cc1ccc(C(c2ccc(C)o2)c2cc([N+](=O)[O-])cc(Br)c2O)o1	i
CN1C(=O)C(O)(CC(=O)c2ccc(C3CCCCC3)cc2)c2ccccc21 (stereo unspecified)	i
Cc1noc(NS(=O)(=O)c2ccc(NC(=O)/C=C/c3ccc(Cl)cc3)cc2)c1C	?
CC[C@H]1CN(C(=O)C(C)(C)C)CC[C@H]1CC(=O)NCCOC	i
C[n+]1cccc(C2CCCCN2C(=O)C2(c3ccccc3)CCCC2)c1 (stereo unspecified)	i
Cc1nc2cc(-c3ccccc3)nn2c(C)c1CCC(=O)NCc1ccco1	?
Cc1nc2c(c(NC(C)Cc3ccsc3)n1)CNC2 (stereo unspecified)	i
CCCCNC(=O)CSc1nc2ccc(N3C(=O)c4ccccc4C3=O)cc2s1	?
CN1C[C@@H](NC(=O)c2ccco2)C[C@H]1c1nc(-c2cccnc2)no1	49%*
CCC1=C(c2ccc(OC)cc2)S(=O)(=O)N(CC(=O)NCCc2ccccc2Cl)C1=O	i
Cc1cc(N2C(=O)c3ccc(F)cc3C2=O)no1	i
O=C1NC(=O)/C(=C\c2cc(Br)ccc2OCc2ccc(C(=O)O)cc2)N1	i
CN(CCN1CCOCC1)C(=O)CC(c1ccccc1)c1ccccc1F (stereo unspecified)	?
Cc1cc(C)c(C#N)c(SCC(=O)c2ccc3c(c2)OCO3)n1	i
O=C(COc1ccc(/C=C2/NC(=O)NC2=O)cc1)Nc1ccccc1	?
O=C(NCc1ccco1)c1ccccc1C(=O)c1ccccc1	i
O=S1(=O)CCC2CC=CCC21 (stereo unspecified)	?
CC1(C)CC(=O)C2=C(C1)Nc1ccccc1NC2c1ccc(C#N)cc1 (stereo unspecified)	i
O=C(Nc1ccc(Oc2ccccc2)cc1)N[C@H]1CO[C@H]2[C@@H]1OC[C@H]2OC(=O)Nc1cccc(C(F)(F)F)c1	i
CC(=O)c1c(C(C)=O)c(C)n(-c2cc(C)c(C)cc2N)c1C	i
O=C(NCCCN1CCOCC1)C1CCCN(Cc2ccco2)C1 (stereo unspecified)	?
